STAT3 blocker: STAT3 signaling inhibition | U3A cells, IL-6 STAT3-luciferase reporter, luminescence; host cell line lacks STAT1 | inhibition, % at 5.5 µM | actives 0.89% (n = 190,000) | AID 862;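 active means inhibition above the mean inhibition across all screened compounds plus 3 SD, cut at about 44% in these data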;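 further: 0% = DMSO only wells and 100% = 100 µM nifuroxazide control wells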
APP 5'UTR act: activates APP 5'UTR luciferase reporter; actives 1% (n = 190,000); activation, % at 2 µM; AID 1276; SH-SY5Y APP 5'UTR luciferase reporter, luminescence; zero percent = DMSO vehicle wells;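 active means activation above a set limit, based on mean plus 3 SD of controls, cut at about 140% in these data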; further: values of inactives mirror those of a sister screen read the other way
STAT1 blocker: inhibitors of IFN-gamma induced STAT1 signaling | NIH 3T3 STAT1-luciferase reporter, luminescence | actives 0.35% (n = 200,000) | AID 920 | inhibition, % at 5.5 µM;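 active means inhibition above a set limit, the mean inhibition across all tested compounds plus 3 SD, cut at about 34% in these data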;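 further: 0% = IFN-gamma with DMSO and 100% = IFN-gamma with 300 µM nifuroxazide; values of inactives mirror those of a sister screen read the other way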
STAT3 act: increases IL-6 driven STAT3 reporter signal. U3A cells, IL-6 STAT3-luciferase reporter, luminescence; 100% = signal with IL-6 EC80 alone. activation (% of control), % at 5.6 µM. AID 871. actives 0.91% (n = 190,000);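 active means activation above the screen-wide mean of compound activation plus 3 SD, cut at about 130% in these data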;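 further: 0% = background luminescence of wells with medium and substrate only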
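Material: STAT1-lacking human U3A cells, STAT3 luciferase reporter | Benchmarks: IL-6-only wells as 100% reference | Probe or stimulus: IL-6 (33 ng/mL) | Timing: Compound 1 h, then IL-6 6 h at 37 °C | Detection: Luminescence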
FLuc inh counter: Photinus pyralis luciferase inhibition counter-screen; P08659; ATPLite firefly luciferase biochemical luminescence, 10 min; inhibition, % at 10 µM; actives 1.5% (n = 200,000); AID 1006;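 active means inhibition above about 50% when tested at 10 µM, limit read from the data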
Target sequence (P08659 whole entry, looked up): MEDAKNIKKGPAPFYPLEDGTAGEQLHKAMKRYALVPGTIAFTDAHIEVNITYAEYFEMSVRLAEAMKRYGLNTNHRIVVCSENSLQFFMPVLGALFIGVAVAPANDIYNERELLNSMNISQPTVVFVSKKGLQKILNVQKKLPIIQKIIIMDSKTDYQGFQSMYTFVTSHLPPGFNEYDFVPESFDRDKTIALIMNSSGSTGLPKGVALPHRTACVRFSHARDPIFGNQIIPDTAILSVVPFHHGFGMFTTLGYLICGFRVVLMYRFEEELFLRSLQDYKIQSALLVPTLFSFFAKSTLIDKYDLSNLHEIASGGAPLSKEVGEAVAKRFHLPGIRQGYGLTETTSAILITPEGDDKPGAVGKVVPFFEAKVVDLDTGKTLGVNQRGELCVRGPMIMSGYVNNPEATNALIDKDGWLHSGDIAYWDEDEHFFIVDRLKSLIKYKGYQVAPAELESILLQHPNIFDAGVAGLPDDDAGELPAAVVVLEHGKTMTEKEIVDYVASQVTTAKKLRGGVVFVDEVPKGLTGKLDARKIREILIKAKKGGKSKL
STAT1 act: increases IFN-gamma driven STAT1 reporter signal; NIH 3T3 STAT1-luciferase reporter, luminescence; 100% = IFN-gamma alone, no compound; activation (% of control), % at 5.5 µM; actives 2.6% (n = 200,000);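 active means activation above the screen-wide mean activation plus 3 SD, cut at about 130% in these data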;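 further: raw ratio to IFN-gamma control signal so 100% means no change and 0% no light; values of inactives mirror those of a sister screen read the other way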
RAM network inh: inhibitors of the yeast RAM network. actives 1.8% (n = 190,000). AID 868. inhibition, % at 50 µM. S. cerevisiae dse1pr::URA3 reporter, 5-FOA growth OD615, 2 d; analog-sensitive cbk1-as2 kinase mutant strain;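 active means inhibition above a set limit, 3 SD over mean compound inhibition, cut at about 8.4% in these data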;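 further: 0% = DMSO-only wells with no growth and 100% = 10 µM 1-NA-PP1 full growth; inhibition rescues growth on 5-FOA so higher OD means more RAM inhibition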
Hsp70 activator: switches on Hsp70 transcription; activation, % at 10 µM; HeLa Hsp70 promoter luciferase reporter, luminescence; scaled: vehicle 0, proteasome-inhibitor control 100%; actives 0.04% (n = 200,000); AID 1203;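 active means activation above the mean across all tested compounds plus 3 SD, cutoff set per campaign, cut at about 5.5% in these data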;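 further: 100% = MG132 at 30 µM as the positive control and 0% = DMSO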
NF-kB expr up: compounds increasing NF-kB expression in human neuronal cells. NF-kB reporter expression; hits give high values. fold change at 12.5 µM. actives 1.6% (n = 190,000). AID 1239; in the data active means fold change above about 3.3
APP 5UTR inh: APP translation inhibition | SH-SY5Y APP 5'UTR-luciferase reporter, luminescence | inhibition, % at 2 µM | actives 0.82% (n = 190,000) | AID 1285;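 active means inhibition above a set limit, derived from the sample mean plus 3 SD, cut at about 45% in these data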; further: values of inactives mirror those of a sister screen read the other way
Active calls of the source: *; / = not tested or not shown.

(1) COc1ccc(CNC(=O)CN(Cc2ccc(F)cc2)C(=O)c2csnn2)cc1
(2) CCOC(=O)C1Cn2c(nc3c(c2=O)C(C)(C)Cc2ccccc2-3)S1 (stereo unspecified)
(3) O=C(COC(=O)/C=C/c1ccccc1)Nc1cc(C(F)(F)F)ccc1N1CCOCC1
(4) Cc1ccc(-c2ccccc2NC(=O)C2C3C=CC(C3)C2C(=O)O)o1 (stereo unspecified)
(5) Cc1cc(=O)oc2c1c(C)nn2-c1nn[nH]n1
(6) Cc1ccc(C(=O)OCC(=O)N2CCc3ccccc32)cc1
(7) CC(C)=CCCC(C)CN(C)CCc1ccccn1 (stereo unspecified)
(8) Cc1ccc(N2C(=O)C(c3c(C)[nH]n(-c4ccccc4)c3=O)(C(F)(F)F)C3=C2CC(C)(C)CC3=O)cc1 (stereo unspecified)
Compound	1	2	3	4	5	6	7	8
STAT3 blocker	12	22	4	-6	0	14	-5	-6
APP 5'UTR act	17	-1	12	7	-8	9	18	-9
STAT1 blocker	10	5	-9	5	6	-32	-6	-3
STAT3 act	94	85	101	107	104	91	110	107
FLuc inh counter	-2	-4	-2	3	-3	31	-4	-5
STAT1 act	90	95	108	95	95	129*	107	103
RAM network inh	-0.4	3.0	0.8	-1.2	0.7	3.6	-1.1	2.6
Hsp70 activator	-0.2	-0.1	0.0	-0.2	0.2	-0.2	-0.2	-0.3
NF-kB expr up	0.96	1.1	0.98	0.87	1.1	2.3	1.1	1.1
APP 5UTR inh	-17	1	-12	-7	8	-9	-18	9

(9) O=C(NCC1CCCO1)C(c1cccs1)N(Cc1cccs1)C(=O)c1ccc(-c2ccccc2)[nH]1 (stereo unspecified)
(10) Cc1ccc(S(=O)(=O)Nc2ccncc2)c(C)c1N(C)S(=O)(=O)c1ccc(Cl)cc1
(11) CN(/N=C\c1ccc(O)c(O)c1)c1nc(-c2ccccc2)cc(-c2ccccc2)n1
(12) CC1CC(C)(C)NC(=S)N1CC(=O)NCc1ccc(F)cc1 (stereo unspecified)
(13) COC(=O)c1ccc(COC(=O)CCC(=O)c2cccs2)cc1
(14) CCCCN(Cc1cc2ccccc2[nH]c1=O)C(=O)c1ccccn1
(15) COc1ccc(/C=C(/C#N)C(=O)Nc2cccc([N+](=O)[O-])c2)cc1C(=O)O
(16) COc1ccccc1C1(CC(=O)N2CCOCC2)CCOC(C(C)C)C1 (stereo unspecified)
Compound	9	10	11	12	13	14	15	16
STAT3 blocker	3	3	-1	9	-22	-2	8	14
APP 5'UTR act	5	23	-35	9	11	0	-14	-13
STAT1 blocker	-1	6	-6	5	-17	6	-9	1
STAT3 act	95	96	99	99	115	105	98	94
FLuc inh counter	-6	-7	5	-5	-2	-1	-12	-2
STAT1 act	101	94	108	95	119	94	108	99
RAM network inh	8.4*	3.2	0.8	1.4	-1.2	-0.8	0.1	0.7
Hsp70 activator	0.0	-0.5	-0.4	-0.3	0.2	-0.2	-0.1	0.0
NF-kB expr up	0.38	1	1.2	1.2	1.7	1.1	1.1	1.4
APP 5UTR inh	-6	-23	35	-8	-11	0	14	13

(17) O=C(O)C1=C(OCc2ccc(F)c(F)c2)C(=O)NCC1
(18) O=C(c1ccc(Cl)cc1)N1CCN(c2ccnc3cc(Cl)ccc23)CC1
(19) CN(C)S(=O)(=O)c1cccc(NC(=O)CSc2nc3ccccc3[nH]2)c1
(20) COc1ccc(C(=O)C2CCCN(Cc3cnc(N4CCCC4)s3)C2)cc1OC (stereo unspecified)
(21) Cn1c(=O)cc(OCC(=O)NCCC2=CCCCC2)c2ccccc21
(22) O=C(CCNC(=O)c1ccccc1Cl)Nc1nnc(C2CC2)s1
(23) O=C(O)c1[nH]nc2c1COc1ccccc1-2
(24) O=C(CNS(=O)(=O)c1ccccc1)Nc1ccc(C(F)(F)F)cc1
Compound	17	18	19	20	21	22	23	24
STAT3 blocker	23	14	12	5	11	-3	-7	13
APP 5'UTR act	-6	16	3	11	9	-3	1	-68
STAT1 blocker	-7	48*	16	2	2	-8	-1	7
STAT3 act	87	90	96	100	93	110	110	92
FLuc inh counter	-7	-8	-4	1	-3	-5	-4	-5
STAT1 act	106	55	84	96	97	108	101	94
RAM network inh	0.5	1.4	0.2	1.8	1.6	0.9	-0.4	1.9
Hsp70 activator	-0.2	0.0	-0.2	-0.1	-0.4	-0.2	0.1	0.1
NF-kB expr up	1.1	0.7	1.2	0.95	1.2	0.98	1.2	1.8
APP 5UTR inh	6	-16	-3	-11	-9	3	-1	68*

(25) Cc1ccc(S(=O)(=O)N(C)C)cc1NC(=O)CCc1c[nH]c2ccccc12
(26) CCOc1ccc(C(=O)CN2CCN(S(=O)(=O)c3ccc(F)cc3)CC2)cc1
(27) O=S(=O)(N/N=C1\CC(c2ccccc2)Oc2ccccc21)c1ccccc1 (stereo unspecified)
(28) CCN(CC)CCn1c(=S)[nH]c2cc(C(=O)N3CC=C(c4ccccc4)CC3)ccc2c1=O
(29) COC(=O)c1cc(OC)c(OC)cc1NC(=S)Nc1cccc(C(C)=O)c1
(30) C/C(=N\Nc1ccc([N+](=O)[O-])cc1)c1ccc2c(c1)OCO2
(31) COc1ccc(N2CSC3=C(C#N)C(c4cc(OC)ccc4OC)CC(=O)N3C2)c(OC)c1 (stereo unspecified)
(32) Cc1ccc(SCc2cc(=O)[nH]c(/N=C(\N)Nc3cccc4ccccc34)n2)cc1
Compound	25	26	27	28	29	30	31	32
STAT3 blocker	25	1	2	-3	-4	14	10	0
APP 5'UTR act	7	19	-16	16	-6	44	-14	-7
STAT1 blocker	5	3	1	8	-11	-42	9	1
STAT3 act	86	102	102	104	103	93	99	102
FLuc inh counter	-8	-6	-1	-9	-7	-2	1	2
STAT1 act	94	98	99	91	110	136*	92	99
RAM network inh	2.0	-0.9	4.3	0.8	1.3	4.9	0.0	7.0
Hsp70 activator	0.0	-0.5	-0.3	-0.2	-0.3	0.7	0.4	0.1
NF-kB expr up	1.4	0.98	1.2	1.6	1	2.4	0.53	1
APP 5UTR inh	-6	-19	16	-16	6	-44	14	7

(33) Cn1c(NCCCN2CCOCC2)nc2c1c(=O)n(Cc1ccc(Cl)c(Cl)c1)c(=O)n2C
(34) CCOC(=O)N1CCN(CC(=O)c2c(C)[nH]c3ccccc23)CC1
(35) CC(=O)Nc1ccc(S(=O)(=O)NCC(=O)OCC(=O)NC23CC4CC(CC(C4)C2)C3)cc1
(36) CC1(C)OC(=O)N(c2ccccc2)C12C=Cc1c(ccc3ccccc13)O2 (stereo unspecified)
(37) Cc1nc2nc(-c3ccccc3)[nH]n2c(=O)c1C
(38) O=C(Nc1nnc(-c2ccncc2)o1)c1ccc(Br)s1
(39) COc1ccc(C(C#N)(CCC#N)CCC#N)cc1OC
(40) CCOCC(=O)Nc1ncc(S(=O)(=O)c2ccc([N+](=O)[O-])cc2)s1
Compound	33	34	35	36	37	38	39	40
STAT3 blocker	18	-3	1	2	5	19	2	-7
APP 5'UTR act	-9	-6	-1	1	4	-4	2	-4
STAT1 blocker	4	8	-5	6	-7	6	0	0
STAT3 act	91	109	99	99	102	88	99	106
FLuc inh counter	-10	-6	-4	-7	13	4	-6	-6
STAT1 act	97	93	104	95	106	96	100	100
RAM network inh	-0.9	-0.6	1.3	4.0	0.4	1.3	1.3	4.7
Hsp70 activator	-0.2	-0.1	-0.1	-0.7	0.1	-0.1	0.1	-0.1
NF-kB expr up	0.48	0.95	1.1	0.88	1.4	0.98	1	0.8
APP 5UTR inh	9	6	1	-1	-4	4	-2	4

(41) Cc1ccc(C(=O)NCCn2cc(SCC(=O)Nc3cc(C)on3)c3ccccc32)cc1
(42) O=S1(=O)CCN2N=C(C34CC5CC(CC(C5)C3)C4)SC2=N1
(43) O=C(CSCc1c(F)cccc1Cl)Nc1ccccc1C(=O)N1CCOCC1
(44) CCNC(=O)c1ccc(OCC(=O)Nc2ccc(F)cc2)c(OC)c1
(45) CC(C)(CCl)C(=O)Nc1ccc(C(F)(F)F)cc1
(46) Cc1noc(COc2ccccc2OCC(N)=O)c1Cl
(47) Cc1cccc(NC(=S)N2CCCCC2)c1
(48) NS(=O)(=O)c1ccc(CCNC(=O)CSc2ccc(Cl)cc2)cc1
Compound	41	42	43	44	45	46	47	48
STAT3 blocker	2	-3	3	0	12	7	-1	1
APP 5'UTR act	/	-16	-5	4	23	-14	21	4
STAT1 blocker	-9	1	1	-5	1	-7	-4	-6
STAT3 act	106	108	100	106	91	96	103	95
FLuc inh counter	15	-3	-3	-2	-2	0	-9	-8
STAT1 act	108	99	98	105	98	107	103	105
RAM network inh	2.7	1.6	0.1	0.4	0.0	0.6	-0.6	-0.1
Hsp70 activator	-0.3	-0.1	-0.2	0.1	-0.3	-0.1	-0.2	-0.5
NF-kB expr up	0.5	1.4	1.1	0.81	1.2	1.2	0.96	1
APP 5UTR inh	/	16	5	-4	-23	14	-21	-4

6 of these compounds in another layout:
| # | canonical_smiles | STAT3 blocker | APP 5'UTR act | STAT1 blocker | STAT3 act | FLuc inh counter | STAT1 act | RAM network inh | Hsp70 activator | NF-kB expr up | APP 5UTR inh |
| --- | --- | --- | --- | --- | --- | --- | --- | --- | --- | --- | --- |
| 43 | O=C(CSCc1c(F)cccc1Cl)Nc1ccccc1C(=O)N1CCOCC1 | 3 | -5 | 1 | 100 | -3 | 98 | 0.1 | -0.2 | 1.1 | 5 |
| 44 | CCNC(=O)c1ccc(OCC(=O)Nc2ccc(F)cc2)c(OC)c1 | 0 | 4 | -5 | 106 | -2 | 105 | 0.4 | 0.1 | 0.81 | -4 |
| 45 | CC(C)(CCl)C(=O)Nc1ccc(C(F)(F)F)cc1 | 12 | 23 | 1 | 91 | -2 | 98 | 0.0 | -0.3 | 1.2 | -23 |
| 46 | Cc1noc(COc2ccccc2OCC(N)=O)c1Cl | 7 | -14 | -7 | 96 | 0 | 107 | 0.6 | -0.1 | 1.2 | 14 |
| 47 | Cc1cccc(NC(=S)N2CCCCC2)c1 | -1 | 21 | -4 | 103 | -9 | 103 | -0.6 | -0.2 | 0.96 | -21 |
| 48 | NS(=O)(=O)c1ccc(CCNC(=O)CSc2ccc(Cl)cc2)cc1 | 1 | 4 | -6 | 95 | -8 | 105 | -0.1 | -0.5 | 1 | -4 |

The listing continues:
(49) COCCCNC(=O)c1ccc(Cn2c(=O)[nH]c3ccccc3c2=O)cc1
(50) COCCNC(=S)N(Cc1cccnc1)Cc1ccc(OC)c(OC)c1
(51) CCN(CC)S(=O)(=O)N1CCC(C(=O)NCCC2=CCCCC2)CC1
(52) COc1cccc(/C=C2\C(=O)C(=O)c3ccccc32)c1
(53) Cn1c(=O)c2c(nc(CN3CCc4ccccc4C3)n2CC(=O)c2ccccc2)n(C)c1=O
(54) CC(=O)Nc1ccc(S(=O)(=O)N2CCCC2C(=O)Nc2ccc3c(c2)OCCO3)cc1 (stereo unspecified)
(55) COc1ccc(CC2(CO)CCN(C(C)COc3ccccc3)CC2)cc1 (stereo unspecified)
Compound	49	50	51	52	53	54	55
STAT3 blocker	-3	2	1	-9	4	5	-1
APP 5'UTR act	21	2	34	2	13	25	-12
STAT1 blocker	2	5	-7	-2	15	2	-2
STAT3 act	102	101	101	108	102	98	104
FLuc inh counter	-2	-3	-2	11	/	-3	-3
STAT1 act	98	96	106	102	86	97	101
RAM network inh	3.9	-0.4	1.9	0.7	/	1.9	2.9
Hsp70 activator	-0.1	-0.3	-0.1	-0.2	-0.2	0.2	-0.2
NF-kB expr up	1	1	1	1.2	/	1.1	1
APP 5UTR inh	-21	-2	-34	-2	-13	-25	12
